Assay outcomes (PubChem)
FUS suppressor: FUS proteinopathy suppression in yeast; S. cerevisiae FUS-expressing, growth rescue, OD600, 24 h; Potency, µM (highest dose often 76.6 µM), without a hit: at the highest dose growth rescue (activation), hits mostly activators; 390,000 tested, 0.24% active; AID 1347120;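 also: potency is read from the fitted curve at half-maximal effect; plate controls were DMSO vehicle for no effect and reference control for full effect; nearly all actives have a fitted effect of over 55% in size; some results filed as inactive show a strong effect at the top dose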
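S. cerevisiae expressing FUS from galactose induction served as the toxicity model. Growth after 24hr at 30C, read as absorbance at 600 nm, indicates suppression of toxicity; compounds dosed at several concentrations.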
aSyn rescue: alpha-synuclein toxicity inhibition in yeast; Yeast expressing alpha-synuclein, growth rescue, BacTiter-Glo, 24 h; Potency, µM (doses to about 46.1 µM), for inactives: top-dose growth rescue (activation), hits mostly activators; 370,000 tested, 0.14% active; also: potency is read from the fitted curve at half-maximal effect; % of control where 0% means no effect; nearly all actives have a fitted effect of over 65% in size
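Readout is rescue of growth in alpha-synuclein-expressing yeast, so inhibitors of toxicity appear as activators. Growth after 24 hr at 30 deg C in galactose medium is quantified by luminescence.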
Abeta rescue: restores growth of yeast expressing A-beta42 peptide; 410,000 tested, 0.063% active; AID 1347071; Potency, µM (highest dose often 46.1 µM), without a hit: at the highest dose growth rescue, most hits filed as activators; yeast expressing A-beta42, growth rescue, OD600, 48 h; response scale: 0% DMSO, 100% iron-clioquinol control; also: potency is read from the fitted curve at half-maximal effect; nearly all actives have a fitted effect of over 55% in size
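Yeast A-beta toxicity model in growth medium with pinned compounds, 48 h at 30 C; growth read as absorbance at 600 nm. Normalized to FeCl3/clioquinol equimolar mix (positive) and DMSO (negative).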
EPAC2 antag: antagonists of human EPAC2. Q8WZA2. AID 720708. 360,000 tested, 0.18% active. Potency, µM (series often up to 114 µM), for inactives: top-dose activity, negative = inhibition, usual class: inhibitors. EPAC2 GEF exchange of Rap1B-BODIPY-GDP, fluorescence; also: potency is read from the fitted curve at half-maximal effect; % is scaled to controls: 0 for no effect and ±100 for the full control effect; nearly all actives have a fitted effect of over 45% in size; many of its hits are not listed in these tables
Target sequence (Q8WZA2 whole entry, looked up): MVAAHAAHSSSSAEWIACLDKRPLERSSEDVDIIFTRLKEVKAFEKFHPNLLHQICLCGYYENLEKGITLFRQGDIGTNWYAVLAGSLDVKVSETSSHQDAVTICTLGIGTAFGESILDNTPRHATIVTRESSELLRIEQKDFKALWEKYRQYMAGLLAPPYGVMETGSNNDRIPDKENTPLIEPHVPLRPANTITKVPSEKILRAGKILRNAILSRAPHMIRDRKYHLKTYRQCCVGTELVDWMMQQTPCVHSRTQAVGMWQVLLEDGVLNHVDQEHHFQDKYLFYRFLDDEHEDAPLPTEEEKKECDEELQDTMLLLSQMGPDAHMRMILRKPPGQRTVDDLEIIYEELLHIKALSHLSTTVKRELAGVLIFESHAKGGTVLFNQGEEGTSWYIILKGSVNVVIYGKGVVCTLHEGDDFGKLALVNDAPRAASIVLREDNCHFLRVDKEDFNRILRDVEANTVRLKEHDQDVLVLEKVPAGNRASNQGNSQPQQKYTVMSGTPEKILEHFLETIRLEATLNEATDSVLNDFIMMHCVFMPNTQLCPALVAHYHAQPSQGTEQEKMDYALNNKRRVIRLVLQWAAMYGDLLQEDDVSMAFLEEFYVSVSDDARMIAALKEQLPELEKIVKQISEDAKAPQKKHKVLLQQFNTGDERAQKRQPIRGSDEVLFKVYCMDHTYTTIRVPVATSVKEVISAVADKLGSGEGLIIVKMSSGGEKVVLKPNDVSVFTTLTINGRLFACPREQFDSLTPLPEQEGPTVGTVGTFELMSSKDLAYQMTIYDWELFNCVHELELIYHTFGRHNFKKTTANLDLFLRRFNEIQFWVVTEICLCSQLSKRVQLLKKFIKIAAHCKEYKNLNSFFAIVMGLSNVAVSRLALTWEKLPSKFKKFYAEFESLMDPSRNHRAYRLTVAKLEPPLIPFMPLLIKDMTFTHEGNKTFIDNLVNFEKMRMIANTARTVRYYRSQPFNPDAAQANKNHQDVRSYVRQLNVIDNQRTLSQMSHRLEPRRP
D3 ag: agonists of human D3 dopamine receptor; P35462; D3R DiscoveRx beta-arrestin cells, luminescence, 90 min; max activation, %; 410,000 tested, 0.58% active; in the data active = max activation above about 30%; also: 0% is about no effect; mostly tested at two doses, the higher about 12 µM
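Agonist mode: compounds and dopamine controls were applied to plated cells for 90 min at 37 degrees C after an overnight attachment at 1500 cells/well. Luminescent read-out followed 30 - 60 minutes at room temperature with DiscoveRx detection reagent.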
DRD3 antagonist: antagonists of human D3 dopamine receptor. max response, negative = inhibition, %. AID 652054. D3R cells, DiscoveRx beta-arrestin luminescence, antagonist mode; stronger effect = lower value. P35462. 360,000 tested, 2.5% active; in the data active = max response below about -50%; inconclusive = no clear call, values can overlap the other calls; also: % is scaled to controls: 0 for no effect and ±100 for the full control effect; mostly tested at two doses, the higher about 12 µM
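Cells plated overnight at 1500 cells/well, then exposed to library compounds with dopamine controls for 90 minutes at 37 degrees C. DiscoveRx reagent added for 30–60 minutes at room temperature; luminescence read, quantitative HTS format.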
EPAC2 ag: agonists of human EPAC2 (RAPGEF4); Q8WZA2; EPAC2 activation, biochemical qHTS; response scale: 100% = 6.5 mM cAMP response; Potency, µM (top dose mostly 154 µM), without a hit: at the highest dose activation, most hits filed as activators; 360,000 tested, 0.079% active; AID 720711; also: potency is read from the fitted curve at half-maximal effect; nearly all actives have a fitted effect of over 50% in size
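Readout is BODIPY fluorescence (480 nm excitation, 540 nm emission), which falls as labeled GDP is exchanged off Rap1B. EPAC2 at 100 nM acted on 250 nM RAP1B-BODIPY-GDP with 50 uM GDP present.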
TDP43 rescue: inhibitors of TDP-43 toxicity in yeast | Potency, µM (doses to about 46.1 µM), inactives show at the highest dose growth rescue (activation), most hits filed as activators | 410,000 tested, 1.8% active | AID 652104 | TDP-43 expressing yeast growth rescue, BacTiter-Glo, 24 h; also: potency is read from the fitted curve at half-maximal effect; % of control where 0% means no effect; nearly all actives have a fitted effect of over 50% in size
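In this qHTS, compounds that restore growth of yeast expressing TDP-43 appear as activators. Cells (OD600=0.02, galactose medium, raffinose-pregrown) are incubated with compound 24 hr at 30 deg C and growth is quantified by BacTiter-Glo.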
Active calls of the source: *; u = inconclusive; x = no result given; [ ] = another dose, or the depositor's remark. Unless noted, calls follow the shape of the dose curve; as a rule, active = well fitted curve in the direction sought with a large enough effect; inconclusive = small, poorly fitted or top-dose-only effect, or another doubt; inactive = no such curve, though single readings can be large; an effect the other way counts as inactive or inconclusive. Not all compounds are listed (hit frequency here may not be typical).

SMILES	FUS suppressor	aSyn rescue	Abeta rescue	EPAC2 antag	D3 ag	DRD3 antagonist	EPAC2 ag	TDP43 rescue
Cc1ccc(S(=O)(=O)NN2C(=O)/C(=C/c3cccc(F)c3)SC2=S)cc1	6.3%	9.3%	2.0%	31.6µM*	3.3	9.4	-7.6%	4.0%
Cc1ccc(-n2c(SCC(=O)N3CCCc4ccccc43)nnc2-c2cccnc2)c(C)c1	6.2%	0.0%	11.9%	3.6%	-2.0	-5.8	-3.6%	20.6%
Cc1nccn1C[C@@H]1CCc2c(c3ccccc3n2C)C1=O	-37.9%	-8.6%	0.0%	7.4%	-37.6	-79.1*	2.8%	0.0%
Cc1ccc(S(=O)(=O)NC(=O)C2(C)CCN2C(=O)CC2CCCC2)nc1 (stereo not given)	-11.2%	0.1%	-1.8%	11.1%	1.4	5.1	3.6%	19.6%
CC(=O)c1ccc(NC(=O)CSc2nnc(Cc3cccn3C)n2-c2ccc(F)cc2)cc1	21.1%	1.5%	19.8%	-15.4%	-2.9	5.6	2.6%	8.9%
Cc1cc(C)n(CC(O)COc2ccccc2)n1 (stereo not given)	11.6%	-3.1%	-5.3%	7.3%	-4.2	-10.6	-4.1%	-5.7%
COc1ccc(CNC(=O)[C@@H](NC(=O)C2CCN(C(=O)[C@@H](N)CCSC)CC2)C(C)C)cc1	-17.7%	-2.4%	-11.4%	28.0%	-6.8	0.0	2.6%	14.0%
CC(C)(C)c1ccc(S(=O)(=O)N2CC(=O)Nc3ccccc32)cc1	9.5%	5.7%	u	-2.4%	-2.3	10.7	12.1%	14.3%
COc1cccc(CNC(=O)c2ccc(NC(=O)CC3SC(N4CCCCC4)=NC3=O)cc2)c1 (stereo not given)	x	0.7%	-16.9%	-2.4%	4.8	5.1	1.1%	12.9%
COc1ccc2c(Sc3ccc(C)cc3)c(C(=O)NC(C)C)[nH]c2c1	-23.9%	x	0.0%	x	-3.3	x	x	8.7%
O=C(NCCCN1CCOCC1)C(=O)N/N=C/c1ccccc1Cl	-0.6%	0.0%	5.2%	10.6%	-5.8	-11.2	15.2%	1.2%
Cc1ccc(Nc2c(-c3ccccn3)nc3cc(C)ccn23)cc1	13.7%	1.4%	u	-26.6%	-32.1	-88.1*	22.1%	3.3%
Cc1ccc(S(=O)(=O)Nc2ccc3c(c2)nc(C)n3C)cc1	-21.9%	-3.9%	-11.5%	-0.8%	1.0	16.4	-5.1%	-5.4%
O=C(Nc1cccc(F)c1)NC1CCCCCCC1	0.2%	-38.9%[inhibitor]	28.8%	-12.7%	-2.0	-4.8	13.3%	5.4%
COCC(C)OC(=O)/C(C#N)=C\c1coc2ccc(C)cc2c1=O (stereo not given)	x	2.3%	-9.6%	-12.7%	-0.5	u	13.7%	-88.4%[inhibitor]

Compound profiles, as listed above.
`Cc1ccc(S(=O)(=O)NN2C(=O)/C(=C/c3cccc(F)c3)SC2=S)cc1` as listed: FUS suppressor: 6.3%; aSyn rescue: 9.3%; Abeta rescue: 2.0%; EPAC2 antag: 31.6µM*; D3 ag: 3.3; DRD3 antagonist: 9.4; EPAC2 ag: -7.6%; TDP43 rescue: 4.0%
`Cc1ccc(Nc2c(-c3ccccn3)nc3cc(C)ccn23)cc1` as listed: FUS suppressor: 13.7%; aSyn rescue: 1.4%; Abeta rescue: u; EPAC2 antag: -26.6%; D3 ag: -32.1; DRD3 antagonist: -88.1*; EPAC2 ag: 22.1%; TDP43 rescue: 3.3%

Additional entries.
SMILES	FUS suppressor	aSyn rescue	Abeta rescue	EPAC2 antag	D3 ag	DRD3 antagonist	EPAC2 ag	TDP43 rescue
CCc1cc2c(=O)[nH]c(CC(N)=O)nc2s1	-2.9%	2.3%	12.1%	2.9%	10.5	-7.0	9.1%	-15.9%
Cc1nc(N2CCOCC2)c2c(C(=O)N3CCN(c4cc(Cl)ccc4C)CC3)c(C)oc2n1	-14.2%	x	7.2%	x	-14.0	x	x	6.0%
C[C@H](CO)N1C[C@H](C)[C@H](CN(C)S(=O)(=O)c2cccc(F)c2)Oc2ncc(-c3cccc(C(=O)N(C)C)c3)cc2C1=O	5.4%	1.6%	5.2%	9.2%	1.8	16.5	6.3%	0.0%
CCc1ccc(C(C)NC(=O)COC(=O)c2ccc(-n3cnnn3)cc2)cc1 (stereo not given)	-27.7%	-6.4%	-20.4%	0.4%	-1.0	-10.7	3.6%	19.2%
Cc1ccc(S(=O)(=O)N2CCCN(S(=O)(=O)c3ccc(C(F)(F)F)cc3)CC2)cc1	9.3%	2.3%	9.5%	2.0%	8.5	9.5	1.4%	-15.9%
CS(=O)(=O)c1nc(S(=O)(=O)c2ccc(Cl)cc2)c(N2CCCCCC2)s1	-8.4%	1.7%	14.8%	-2.9%	-0.5	1.2	4.9%	-0.7%
COc1ccc(/C(N)=N/OC(=O)c2cc(-c3ccccc3)nc3ccccc23)cc1	-23.2%	-6.8%	-2.5%	9.4%	-7.2	-3.3	-2.6%	u
COc1ccc(CCN(C(=O)c2snc(C(N)=O)c2N)C(C(=O)NCC2CCCO2)c2ccc(F)cc2)cc1OC (stereo not given)	22.5%	0.4%	-3.0%	4.9%	35.6*	10.1	4.0%	-12.7%
Cc1ccccc1Nc1nc(N)nc(CSc2nnc3sc4ccccc4n23)n1	36.6%	x	7.0%	-1.4%	0.3	30.9	-1.0%	18.0%
Cc1ccccc1C(=O)Nc1ccccc1C(=O)NCc1ccccc1	15.5%	-14.4%	-17.8%	7.8%[57.1 µM]	1.1	16.1	26.0%	11.2µM*
CCOC(=O)c1sc(-c2ccc(C)cc2)c(C#N)c1C	-11.5%	-8.4%	-3.3%	4.0%	3.1	11.1	-1.2%	-8.5%
CCC(C)NC(=O)c1ccccc1NC(=O)c1ccccc1N(C)S(C)(=O)=O (stereo not given)	6.2%	-2.3%	-9.9%	-14.5%	0.6	-2.0	4.3%	-20.4%
CCOC(=O)c1cc(-c2ccccc2)n(CCCC(=O)Nc2ccc(C)cc2Cl)c1C	3.4%	x	-17.6%	x	-1.8	x	x	-13.0%
Cc1c(O[C@@H]2O[C@H](CO)[C@@H](O)[C@H](O)[C@H]2O)c(CO)c(O[C@@H]2O[C@H](CO)[C@@H](O)[C@H](O)[C@H]2O)c2c1O[C@@H](c1ccccc1)C[C@@H]2O	-14.2%	-1.3%	-15.6%	34.0%[activator]	-22.8	-10.4	12.2%	-11.9%
CCCCNC(=O)CC1Nc2cc(C)c(C)cc2NC1=O (stereo not given)	-4.9%	x	-3.6%	x	-9.0	x	x	-9.0%
CCn1ncc(Br)c1C(=O)Nc1ccc(C(C)C)cc1	20.3%	14.6%	-9.4%	-14.9%	-2.2	4.8	11.5%	26.0%
COc1cc(-c2ccc3oc(-c4ccsc4)cc(=O)c3c2)cc(OC)c1OC	43.8%	-0.8%	4.2%	-1.4%	23.9	107.4	8.3%	-4.5%
CCn1c(SCC(=O)N/N=C/C(C)=C/c2ccco2)nnc1-c1ccccc1	31.9%	0.0%	18.9%	-2.9%	0.4	-20.0	3.8%	-18.6%
Cc1nc(C)c(-c2csc(Nc3cccc(O)c3)n2)s1	11.8%	-23.4%	12.3%	-26.0%	-1.6	0.2	13.2%	5.6%
CC1(C(=O)NCC2CC2)CCN1C(=O)C/C=C/c1ccccc1 (stereo not given)	-2.4%	5.5%	7.0%	8.3%	-2.2	-22.9	3.7%	19.5%
COc1ccc(CCn2c(-c3ccncc3)n[nH]c2=S)cc1OC	3.0%	-8.4%	-12.9%	1.9%	0.5	8.4	8.5%	u
Cc1ccc(Nc2nc(NCCCN3CCOCC3)nc(N)c2[N+](=O)[O-])cc1	-0.4%	-11.7%	-17.3%	2.6%	-8.2	0.0	8.2%	-12.7%
O=C(NCCC1CCCCN1S(=O)(=O)c1ccccc1)C(=O)NCc1ccccn1 (stereo not given)	13.7%	-6.9%	5.5%	4.0%	-6.5	-21.7	8.4%	-0.7%
CCC(=O)c1ccc(OCC(=O)OCC(=O)N2CCc3ccccc32)cc1	-12.3%	5.2%	2.9%	15.2%	1.1	17.9	-15.2%	4.5%
COc1cc(NC(=O)c2n[nH]c(=O)c3ccccc23)cc(OC)c1	-12.1%	-1.4%	-1.9%	10.0%	-2.4	-17.9	5.7%	-8.1%
Cc1ccc(S(=O)(=O)Nc2cccc(C(=O)NCC(C)(C)N3CCOCC3)c2)cc1F	0.9%	0.4%	6.8%	13.2%	-3.2	14.0	1.0%	4.2%
CN(Cc1ccccc1)S(=O)(=O)c1ccc(OCC(=O)N2CCOCC2)cc1	-6.4%	4.6%	2.9%	2.2%	10.1	-14.4	6.2%	6.5%
Cc1ccc(-c2csc(NC(=S)NC(=O)c3cccs3)n2)cc1	11.5%	-5.8%	11.2%	9.7%	5.8	1.7	1.8%	-5.6%
CCN(CC)C1=CC(=O)OC12CCCCC2	18.4%	-10.3%	-13.0%	7.7%	2.1	0.7	3.1%	-1.6%
CC[C@@]1(C(=O)OC)N[C@H](CN(C)C(=O)Nc2ccc(C)cc2)[C@@H]2C(=O)N(Cc3ccccc3)C(=O)[C@@H]21	-0.8%	-7.8%	-7.7%	6.0%	-29.3	u	11.7%	-11.8%
CC[N+](CC)(CC#Cc1ccccc1)CC(=O)c1ccc(Cl)cc1	9.9%	3.5%	-0.6%	5.9%	-9.6	-5.8	-1.1%	11.2%
COc1cc(/C=C(\C#N)C(=O)Nc2ccccn2)ccc1O	9.6%	-13.5%	-5.2%	13.3%	0.3	-11.2	-2.1%	27.8%
Cn1c(SCC(=O)NC2CCCC2)nnc1-c1ccco1	11.2%	2.9%	-8.1%	1.0%	-1.0	-18.2	3.4%	7.3%
C=CCN1C(=O)C(O)(CC(=O)c2ccc(OC)cc2OC)c2cc(Br)ccc21 (stereo not given)	23.8%	14.5%	3.2%	-1.1%	-2.9	-14.8	3.4%	-11.1%
Cc1ccccc1C(=O)N1CCC(C(=O)N(C)CC(=O)Nc2cccc(F)c2)CC1	6.3%	-0.6%	9.5%	-3.2%	-0.7	5.9	-0.6%	-4.9%
Cc1ccn2c(=O)nc(SCC(=O)NCc3ccc4c(c3)OCO4)nc2c1	22.5%	-1.1%	-6.6%	15.5%	6.3	46.7	-2.1%	-22.5%
Cc1nn(CC(=O)N2CCN(Cc3ccccc3)CC2)c(=O)c2ccccc12	-5.5%	-5.9%	-6.1%	4.0%	0.2	-18.4	0.3%	1.0%
